# PfHsp90 yeast 2 – inhibits growth of yeast expressing Plasmodium falciparum Hsp90; inhibition, % at 9.4 µM; actives 0.32% (n = 310,000); S. cerevisiae expressing PfHsp90, BacTiter-Glo ATP, 48 h; yeast lacking PDR1 and PDR3 efflux regulators;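 active means every replicate shows inhibition above about 80%, whatever the replicate mean, limit read from the data; inconclusive means mean inhibition reaches the set limit but some replicate falls short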;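 further: 0% = DMSO neutral controls and 100% = 20 µM radicicol positive controls; yeast relying on Plasmodium falciparum Hsp90 in place of its own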
# RTF Ca sens inh – cardiac RTF calcium desensitization; P19429+P45379; IANBD-labeled cardiac RTF, Ca2+ fluorescence; inhibition, % at 7.15 µM; actives 0.12% (n = 340,000);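 active means inhibition above the mean inhibition of all tested compounds plus 3 SD, cut at about 17% in these data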;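 further: assay run at fixed EC70 calcium of 1.6 mM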
# SUMO Mot1 rescue – SUMOylation pathway inhibition by Mot1-301 growth rescue; growth rescue, % at 18.8 µM; AID 2716; actives 1% (n = 320,000); S. cerevisiae Mot1-301 growth rescue, ATP luminescence, 38.5C; percent above DMSO median, 100 means doubled;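 active means every valid replicate shows activation above 250% relative to neutral control wells; inactive means the rest, any valid replicate at or below 250%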;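 further: OY570 slx delta 5 strain wells were the positive control but not used for scaling; some compounds called inactive have numbers as strong as hits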
# CDK5 inh – CDK5/p35 (human) kinase inhibition; AID 488839; Recombinant CDK5/p35, ADP-Glo luminescence, 60 min; inhibition, % at 10 µM; actives 0.01% (n = 330,000);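 active means highest replicate inhibition of at least 50% and at least 75% of replicates reaching 50%; inconclusive means only one of the two criteria met; inactive means both criteria failed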;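 further: plate controls were DMSO neutral control for no effect and GW8510 at 10 µM for full effect; many of its hits are not listed in these tables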
# Target sequence (Q00535 whole entry, looked up): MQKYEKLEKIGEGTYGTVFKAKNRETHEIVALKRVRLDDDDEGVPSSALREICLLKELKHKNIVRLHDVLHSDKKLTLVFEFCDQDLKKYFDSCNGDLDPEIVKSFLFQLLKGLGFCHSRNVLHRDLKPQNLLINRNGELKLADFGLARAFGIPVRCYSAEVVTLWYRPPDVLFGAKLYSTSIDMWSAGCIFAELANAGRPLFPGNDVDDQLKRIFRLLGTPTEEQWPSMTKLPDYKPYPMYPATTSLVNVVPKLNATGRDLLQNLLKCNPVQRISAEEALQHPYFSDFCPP
# Target sequence (Q15078 whole entry, looked up): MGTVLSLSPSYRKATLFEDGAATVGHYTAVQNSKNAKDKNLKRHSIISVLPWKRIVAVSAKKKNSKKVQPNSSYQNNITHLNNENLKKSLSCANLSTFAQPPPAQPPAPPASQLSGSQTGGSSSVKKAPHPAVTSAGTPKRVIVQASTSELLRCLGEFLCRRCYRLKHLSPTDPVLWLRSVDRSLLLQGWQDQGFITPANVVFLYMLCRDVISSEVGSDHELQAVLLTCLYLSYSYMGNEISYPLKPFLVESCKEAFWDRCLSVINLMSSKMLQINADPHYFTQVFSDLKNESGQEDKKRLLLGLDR
# RTF Ca sens act – cardiac RTF calcium sensitization. activation, % at 7.2 µM. P19429+P45379. actives 0.24% (n = 340,000). IANBD-labeled TnC RTF fluorescence at EC20 calcium; 0% EC20 calcium, 100% full calcium;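 active means activation above the mean over all tested compounds plus 3 SD, cut at about 30% in these data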;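 further: rise in fluorescence read as greater calcium sensitivity of cardiac thin filaments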
# Keap1-Nrf2 PPI – Keap1-Nrf2 (human) interaction inhibition. inhibition, % at 9.4 µM. AID 504523. Q14145. actives 0.15% (n = 340,000). Keap1 Kelch-Nrf2 peptide fluorescence polarization, 1536-well; in the data active means inhibition above about 12%; inconclusive means no clear call, values can overlap the other calls; inactive means below about 7.3%;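 further: human Keap1 Kelch domain with fluorescein labeled Nrf2 9mer peptide probe; 0% = neutral control wells and 100% = peptide positive control; higher means more block of Keap1 binding to Nrf2 peptide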
# PvdQ inh – blocks Pseudomonas aeruginosa PvdQ acylase activity; actives 0.063% (n = 340,000); AID 488965; inhibition, % at 10 µM; purified PvdQ acylase, fluorescence plate reader; in the data active means inhibition above about 30%, passing the limit was not always enough; inconclusive means no clear call, values can overlap the other calls;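 further: 0% = vehicle neutral wells and 100% = reference inhibitor wells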
# LANA DNA inh – blocks KSHV LANA C-terminal domain binding to DNA | actives 0.078% (n = 340,000) | MBP-C-LANA/FAM-LBS DNA binding, fluorescence polarization | inhibition, % at 9 µM;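 active means highest replicate inhibition at or above 60% at 9 µM, even if other replicates fall short; inactive means all replicates below 60% inhibition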;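 further: 0% = neutral control wells and 100% = 4 µM acridine orange control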
# Rtt109 HAT inh – C. albicans Rtt109 histone acetyltransferase inhibition. purified Rtt109/Vps75, ThioGlo CoA-SH fluorescence, 4 h. AID 540336. actives 0.16% (n = 330,000). Q5AAJ8. inhibition, % at 34.9 µM;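 active means inhibition of at least 50% in every replicate; inconclusive means best replicate reaches 50% inhibition but some replicates fall short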
# dFosB activator – enhances mouse delta FosB homodimer DNA binding; AID 493131; P13346; purified delta FosB, TAMRA-CDK5 oligo fluorescence polarization; percent of positive-control signal above neutral wells; activation, % at 25 µM; actives 0.99% (n = 340,000);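 active means mean activation above about 17%, with every replicate also reaching it, limit read from the data, passing the limit was not always enough; inconclusive means only one of the two conditions met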;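 further: fluorescence polarization rise as delta FosB binds a TAMRA Cdk5 AP-1 oligo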
# Target sequence (P13346 whole entry, looked up): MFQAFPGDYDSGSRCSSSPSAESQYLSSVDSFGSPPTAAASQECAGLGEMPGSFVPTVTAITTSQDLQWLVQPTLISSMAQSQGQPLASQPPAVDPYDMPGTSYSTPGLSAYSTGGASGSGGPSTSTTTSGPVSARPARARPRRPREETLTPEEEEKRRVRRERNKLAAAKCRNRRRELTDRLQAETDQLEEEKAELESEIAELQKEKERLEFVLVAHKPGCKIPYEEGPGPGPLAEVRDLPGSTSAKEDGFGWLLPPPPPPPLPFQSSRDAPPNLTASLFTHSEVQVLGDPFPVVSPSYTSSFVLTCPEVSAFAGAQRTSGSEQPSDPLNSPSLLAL
# NSD2 inh – NSD2 (human) methyltransferase inhibition. actives 0.54% (n = 310,000). inhibition, % at 12.5 µM. NSD2 peptide methylation, AlphaScreen, 120 min. O96028. AID 743445; in the data active means inhibition above about 50%
# * hit, by the source's call; ? = inconclusive; nt = no result given. No enrichment for hits. Share with any hit: about 3.2%.
SMILES,PfHsp90 yeast 2,RTF Ca sens inh,SUMO Mot1 rescue,CDK5 inh,RTF Ca sens act,Keap1-Nrf2 PPI,PvdQ inh,LANA DNA inh,Rtt109 HAT inh,dFosB activator,NSD2 inh
Cc1cccc(C(=O)OCC(=O)NNC(=O)c2cccs2)c1O,nt,-5,5,1.1,-2,-4,-9,-1.6,-6,9,-2
CCOc1ccc(NC(=O)C2CCN(C(=O)N3CCOc4ccccc43)CC2)cc1,10,-7,-7,0.2,5,2,6,-0.1,3,-5,nt
O=C(O)C1Cc2ccccc2CN1S(=O)(=O)c1ccc2ccccc2c1 (stereo not given),-20,-4,2,1.5,1,0,-5,0.6,-4,-3,3
CCCn1c(=O)c2ccccc2n2c(SC(C)C(N)=O)nnc12 (stereo not given),-46,-6,-2,-1.2,-2,-3,-13,0.5,-6,0,5
Clc1ccc(SCc2cn3cccnc3n2)cc1,12,-4,-6,-1.7,-2,-1,-10,0.4,-8,-4,-1
c1ccc(Nc2nc(-c3ccccc3)ns2)cc1,-1,-1,56,8.6,-1,-4,14,-0.2,nt,-1,-5
O=C(NCCCNC(=O)c1ccc(-c2cccc(Cl)c2)o1)c1cnccn1,-8,-14,-11,-5.8,-3,-2,-8,-2.1,-10,-11,1
O=S(=O)(NCC1CCCO1)c1ccc(S(=O)(=O)N2CCc3ccccc3C2)cc1 (stereo not given),-6,14,7,0.9,-2,1,-4,-0.9,-3,-3,-3
Clc1ccccc1-c1nnn(Cc2ccc(-c3nn[nH]n3)cc2)n1,10,-11,-1,0.6,7,-3,-5,-0.6,-4,-13,-2
CCOC(=O)c1cc(=O)c2ccc(OCC(=O)Nc3ccccc3)cc2o1,11,3,-20,2.0,2,0,-11,1.1,-4,0,0
COc1cccc2c1C(=O)c1ccc3ccccc3c1C2=O,-4,-1,-2,-0.4,-1,-4,-11,0.7,-5,-12,6
COc1ccc(Br)cc1/C=c1\sc2nc(-c3ccco3)nn2c1=O,-15,-13,17,0.8,-6,1,-1,1.6,0,-8,7
COc1ccc(N/N=C(C)/C(=N/O)C(=O)Nc2ccccc2)cc1,10,-6,5,3.0,4,2,-5,-1.2,-1,-7,-1
Clc1ccccc1OCCN1CCC(Cc2ccccc2)CC1,11,-14,-15,1.1,4,-3,-11,-1.6,-2,-21,6
NCCCNc1ccc([N+](=O)[O-])cc1C(F)(F)F,10,3,-3,2.3,3,5,7,-0.4,13,1,-3
COCCSc1ccccc1C(=O)Nc1ccccc1C#N,-9,-7,216,-1.2,-3,1,-9,1.7,nt,-1,-5
Cc1cc(C)n2c(SCc3cccs3)nnc2n1,-2,-15,4,-2.2,1,1,-16,-2.7,0,-3,0
COC(=O)c1[nH]c2cc(C)ccc2c1NC(=O)CN1CCOCC1,16,-5,-14,-0.6,1,-1,-15,1.2,0,-6,3
Nc1nc(SCc2ccc(Cl)cc2Cl)ns1,nt,-2,20,0.7,-5,3,5,-0.1,6,-6,0
CN(CCc1cn[nH]c1)C(=O)CC1C(=O)NCCN1Cc1ccccc1C(F)(F)F (stereo not given),0,-4,-6,1.1,-4,1,9,-0.4,?,-5,nt
COc1ccc(CN2CC(=O)N(c3cccc(Cl)c3)C2=S)cc1OC,15,2,-8,-0.2,-1,1,2,2.1,-3,0,nt
CN(C)S(=O)(=O)c1ccc(C(=O)Oc2coc(CSc3ncccn3)cc2=O)cc1,27,-23,35,-0.9,-1,-15,-13,1.0,1,-7,3
CCCC(=O)N1CCN(c2nc3ccc(Br)cc3s2)CC1,21,-3,-17,0.5,-5,2,-14,-1.8,4,-1,-6
Cc1cccc(NC2SC(=O)NC2=O)c1 (stereo not given),-9,-2,nt,-0.3,1,-2,-11,-0.8,1,-3,4
Cc1ccc(Cn2c(C(CO)Nc3nc(-c4ccc(Cl)c([N+](=O)[O-])c4)cs3)nc3ccccc32)cc1 (stereo not given),-32,-5,-16,-1.0,-7,2,-3,3.4,3,8,nt
COC1OC(CO)C(N(C)C(C)=O)C1O (stereo not given),-2,0,nt,-1.4,8,-4,-17,1.6,-29,2,nt
CC(=O)Nc1cc(C(=O)NCc2ccco2)ccc1Sc1ccc(Cl)cc1,4,-9,-11,-0.7,1,-5,-16,-1.9,1,-7,1
CC(C(=O)Nc1ccc(C#N)cc1)N(C)CC(=O)Nc1ccccc1Br (stereo not given),nt,2,-18,0.1,4,-3,-11,0.7,-4,-14,-2
CC1(C)CC(=O)C(CC(=O)Nc2ccc(S(N)(=O)=O)cc2)=C(O)C1,-30,-4,301,0.7,6,-4,-6,-2.2,-41,-5,-1
COc1ccc(NC(=O)c2cccc(S(=O)(=O)N3CCN(c4ccccc4)CC3)c2)c(OC)c1,-75,-5,10,1.7,3,-5,-16,2.1,6,-8,-2
CCn1cnc2c(cnn2-c2ccccc2)c1=O,5,-49,-9,-0.2,2,-1,-8,-0.1,7,-1,nt
COc1ccc(CNC(=O)C/C(C)=N/NC(=O)c2ccccc2OC)cc1,0,-14,-11,-0.5,4,-3,-17,0.2,1,-7,-5
CN(C(=O)COC(=O)c1ccccc1OCc1ccc(Cl)cc1)c1c(N)n(Cc2ccccc2)c(=O)[nH]c1=O,nt,-5,172,-1.0,10,2,-10,0.4,-5,34*,-1
COc1cccc(-n2cnc(=O)c3cccnc32)c1,1,-8,-2,-0.8,-5,-2,15,-0.2,nt,4,-6
O=C(c1cn(Cc2ccccc2)nc1-c1cccnc1)N1CCN(Cc2ccccc2)CC1,-15,-4,-9,-1.5,-1,2,-17,0.9,-4,-8,6
CCOC(=O)N1CCN(c2ccc(C(C)=O)cc2F)CC1C (stereo not given),11,-19,-5,-6.1,4,-2,-9,-0.6,nt,1,-2
NS(=O)(=O)c1cc(C(=O)N2CCNC(=O)C2)ccc1Cl,33,-7,7,0.6,-4,5,-10,1.7,1,-4,0
COCCNC(=O)Cc1ccc(F)cc1,-4,-10,-11,0.1,6,-3,-3,0.0,7,3,-1
CC(=O)c1cccc(NC(=O)Cn2cnc(S(=O)(=O)N3CCc4ccccc43)c2)c1,-8,-6,-19,1.5,0,-9,-15,0.4,-7,-6,1
Cn1cnc([N+](=O)[O-])c1Sc1nc(N)nc2c1ncn2C1CC(O)C(CO)O1 (stereo not given),12,0,nt,1.0,-5,-1,-12,0.7,1,-2,0
FC(F)(F)c1nnc(-c2ccccc2)nc1Sc1ccc(Cl)cc1,-7,-1,-2,-3.0,-4,2,-1,0.1,-1,1,-5
O=C(CSCC(=O)NCc1ccco1)NCc1ccco1,5,2,-19,-0.4,5,-2,1,0.2,-1,-9,1
COc1ccc(CCNC(=O)Cn2nnc3ccccc3c2=O)cc1,9,-1,57,-1.2,4,-3,5,0.3,-3,-2,-1
CCOC(=O)N1CCC(NC(=O)CCc2c(C)nc3nc(C)nn3c2C)CC1,6,-4,1,1.3,2,-3,5,0.5,-4,-4,5
O=C(NCCN1C(=O)S/C(=C\c2cccnc2)C1=O)C1CC(=O)N(Cc2ccco2)C1 (stereo not given),-14,-7,25,-0.1,-2,-3,0,2.2,-7,-1,27
O=C(COC(=O)c1ccc(F)cc1)NCC1CCCCC1,-20,-3,-7,-1.7,1,0,-11,-0.3,-7,-9,-2
COCCN(C(=O)CNC(=O)c1cccs1)C(C(=O)NC1CCCC1)c1cccs1 (stereo not given),13,-8,20,1.3,1,6,-5,-2.5,-5,-5,-1
C1=C(c2ccc(-c3ccccc3)cc2)Nc2ncnn2C1c1ccco1 (stereo not given),-214,-425,nt,0.3,336*,6,-13,27,-42,-6,nt
Cc1ccc(OCc2cc(C(=O)NC(C)Cc3cccc(C)n3)no2)cn1 (stereo not given),-13,-8,164,0.2,2,4,-5,-0.5,-1,-5,-4
CCOCC(=O)Nc1ccc(Br)c(C)c1,15,nt,8,1.1,nt,-4,2,-0.8,0,-4,1
Cc1noc(C)c1COC(=O)c1ccccc1NC(=O)Cc1ccccc1,-8,-1,4,-0.8,0,2,-12,0.5,-10,-12,0
COc1ccc(-c2nc(CS(=O)CC(=O)NC3CCCCC3)c(C)o2)cc1 (stereo not given),-4,-1,-1,1.6,-3,-2,-10,0.5,-13,-7,-4
Cc1cccc(C(=O)NNC(=O)CCn2nnc3ccccc32)c1,5,-6,1,1.0,8,0,-8,-1.2,nt,5,-1
CC1=C(C(=O)OCc2ccccc2)C(c2ccc(C(C)(C)C)cc2)NC(=O)N1CCCCCC(=O)O (stereo not given),-10,-6,-19,1.3,-5,0,-8,-3.5,13,0,nt
O=C(Nc1ccc(N2CCCC2)cc1)c1cccc(Cl)c1,-1,-8,-12,-0.8,-1,4,-12,-1.2,-4,-11,-3
CCN(CC)S(=O)(=O)c1ccc(N2CCOCC2)c(NC(=O)c2sccc2C)c1,nt,4,3,0.5,-6,-6,-7,1.0,2,-12,2
Cc1ccccc1C(=O)c1cccn1CC(=O)NCC1CCCO1 (stereo not given),6,8,-9,0.2,3,-4,-11,2.0,1,-5,0
OCC[C@H]1C[C@@H](O)[C@H](O)[C@]2(CCc3ccccc3O2)O1,13,-20,-1,0.1,-2,3,2,-2.0,-2,1,nt
COc1ccc([N+](=O)[O-])cc1NC1CCCCC1,nt,7,12,-0.2,14,1,-11,-0.9,-6,-1,2
COc1cccc(C=Nc2cc(C(C)C)c(O)cc2C)c1O,4,-7,nt,-0.3,2,-2,14,1.3,11,3,4

# (continued)
SMILES,PfHsp90 yeast 2,RTF Ca sens inh,SUMO Mot1 rescue,CDK5 inh,RTF Ca sens act,Keap1-Nrf2 PPI,PvdQ inh,LANA DNA inh,Rtt109 HAT inh,dFosB activator,NSD2 inh
COCCC(=O)N1CCC(Oc2ccc(C(=O)NC3CCOC(C)(C)C3)cc2)CC1 (stereo not given),22,1,-9,0.1,1,-3,1,0.9,-3,6,1
Cc1ccc(-n2c(CSc3nc(C)cc(C)n3)n[nH]c2=S)cc1,15,nt,6,0.3,nt,2,-4,0.5,-4,4,1
CCOc1ccc(C(NC(=O)CC)c2c(O)ccc3ccccc23)cc1 (stereo not given),-18,5,-15,1.2,-7,1,-3,-0.1,3,-7,1
Cc1ccc(C(=O)Nc2ccc(Br)cc2)cc1S(=O)(=O)Nc1ccccn1,5,1,-6,0.7,-7,-4,-9,-1.4,3,?,1
NS(=O)(=O)c1ccc(CCNC(=O)C2Cc3ccccc3CN2C(=O)c2ccco2)cc1 (stereo not given),nt,-13,-9,0.8,6,-4,13,2.8,-19,-7,6
CCCCCc1cc(=O)oc2c(C(CCN3CCCC(C)C3)c3cc(OC)c(OC)c(OC)c3)c(OC)cc(OC)c12 (stereo not given),2,-6,74,-0.8,-5,-6,-10,1.4,23,19*,nt

# Bioassay records: PubChem BioAssay, several laboratories
